hIAP block: blocks human intestinal alkaline phosphatase | P09923 | purified IAP, CDP-Star luminescence, 30 min | inhibition, % at 10 µM | actives 0.12% (n = 330,000) | AID 2544;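 active = inhibition reaching a set limit with compound at 10 µM in the primary screen, cut at about 35% in these data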;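 also: plate controls were DMSO wells with enzyme for no effect and no-enzyme buffer wells for full effect; values of inactives mirror those of a sister screen read the other way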
TIM10 inh: inhibits growth of TIM10 yeast strain; actives 1.4% (n = 330,000); AID 463195; S. cerevisiae TIM10 strain growth, BacTiter-Glo luminescence, 24 h; inhibition, % at 10 µM;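 active = inhibition of 40% or more at the single tested concentration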;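 also: wild-type TIM10 isogenic control strain grown at permissive 25 °C; 0% = DMSO yeast wells and 100% = minimal medium wells without yeast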
tim10-1 inh: tim10-1 yeast growth inhibition. S. cerevisiae tim10-1 ts strain growth, BacTiter-Glo, 24 h. inhibition, % at 20 µM. actives 2.2% (n = 330,000). AID 463190;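 active = inhibition of at least 40%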;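 also: mutant grown at 25 °C; 0% = DMSO wells with yeast and 100% = wells holding no yeast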
beta cell repl: MIN6 beta-cell proliferation induction; MIN6 cells proliferation, ATPlite luminescence, 48 h; cells starved in 0.2% serum; 100% = growth in 10% serum; proliferation, % at 10 µM; actives 0.29% (n = 330,000); AID 2380;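 active = compounds whose signal lies at least 3.5 SD above the mean of all wells on their plate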;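 also: 0% = DMSO-treated cells in low-serum medium and 100% = 10% serum control; some compounds called inactive have numbers as strong as hits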
mIAP activ: mouse IAP activation; muIAP, CDP-Star luminescence, 30 min; hits give high values; 1 = vehicle-only enzyme signal, 0 = enzyme-free wells; activation factor at 10 µM; actives 0.24% (n = 330,000);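 active = activation factor of at least 2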; also: the source names both 10 and 20 µM as test concentration; values of inactives mirror those of a sister screen read the other way
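Assay system: mouse IAP enzyme; reagent: chemiluminescent substrate CDP-Star; dosing: test compounds delivered from DMSO solution; schedule: 30 min at room temperature; measured by: luminescence from enzymatic CDP-Star hydrolysis; controls: DMSO-only wells and no-enzyme negative control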
A3G deaminase: blocks human APOBEC3G single-stranded DNA deamination | Q9HC16 | recombinant A3G, ssDNA deamination FAM/TAMRA fluorescence | inhibition, % at 20 µM | actives 0.28% (n = 330,000);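 active = inhibition of at least 40% at 20 µM, with no more than 30% in the related APOBEC3A deaminase screen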;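 also: plate controls were DMSO wells with A3G for no effect and wells lacking A3G enzyme for full effect; some compounds called inactive have numbers as strong as hits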
Target sequence (Q9HC16 whole entry, looked up): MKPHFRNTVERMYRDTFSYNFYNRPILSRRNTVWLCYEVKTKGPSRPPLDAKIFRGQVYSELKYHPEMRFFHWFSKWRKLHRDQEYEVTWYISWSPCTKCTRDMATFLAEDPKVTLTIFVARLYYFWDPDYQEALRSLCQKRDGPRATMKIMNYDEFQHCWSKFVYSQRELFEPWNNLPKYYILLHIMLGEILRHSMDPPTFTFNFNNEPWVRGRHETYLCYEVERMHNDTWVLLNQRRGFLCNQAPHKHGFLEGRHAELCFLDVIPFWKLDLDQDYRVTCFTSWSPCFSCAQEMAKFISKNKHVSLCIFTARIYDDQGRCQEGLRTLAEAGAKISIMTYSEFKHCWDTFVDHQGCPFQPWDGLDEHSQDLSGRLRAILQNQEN
mIAP inh: mouse IAP inhibition | purified mouse IAP, CDP-Star luminescence, 30 min | inhibition, % at 10 µM | actives 0.2% (n = 330,000);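 active = inhibition of at least 40% at 10 µM in the primary screen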;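 also: plate controls were DMSO with enzyme for no effect and no enzyme wells for full effect; values of inactives mirror those of a sister screen read the other way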
A3A deaminase: inhibitors of human APOBEC3A DNA deaminase; P31941; recombinant A3A, FAM/TAMRA ssDNA deamination fluorescence; inhibition, % at 20 µM; actives 0.41% (n = 330,000); AID 493011;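 active = at least 40% inhibition at 20 µM here, with at most 30% in a related deaminase screen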;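 also: plate controls were A3A with DMSO for no effect and wells lacking A3A enzyme for full effect; some results filed as inactive read as strong as hits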
Target sequence (P31941 whole entry, looked up): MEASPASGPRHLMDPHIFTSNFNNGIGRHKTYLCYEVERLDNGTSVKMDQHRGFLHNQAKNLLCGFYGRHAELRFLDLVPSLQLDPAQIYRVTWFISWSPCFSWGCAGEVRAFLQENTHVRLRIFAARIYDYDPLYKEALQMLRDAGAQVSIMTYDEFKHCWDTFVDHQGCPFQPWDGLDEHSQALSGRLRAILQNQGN
NALP3 yeast inh: NALP3 inhibition in yeast | Yeast reconstituted NLRP3/ASC/caspase-1, beta-gal luminescence, 24 h | inhibition, % at 10 µM | actives 0.39% (n = 330,000) | AID 2825;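 active = inhibition of 50% or more; inactive = inhibition below 50%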;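 also: plate controls were induced DMSO wells for no effect and uninduced yeast grown without galactose for full effect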
Numbers without * were called inactive; & = joins results of further samples; ! = repeats disagree. The order is random, and some 4.6% of all compounds hit somewhere here.

SMILES,hIAP block,TIM10 inh,tim10-1 inh,beta cell repl,mIAP activ,A3G deaminase,mIAP inh,A3A deaminase,NALP3 yeast inh
COC(=O)c1ccc(C(=O)OC)c(NC(=S)N2CCN(C)CC2)c1,-6,9,6,-2,1,-11,-1,5,4
Cc1ccc(S(=O)(=O)N2c3ccccc3OCC2c2ccccc2)cc1 (stereo not given),-8,-22,3,-5,0.98,0,2,5,12
Cn1cc(Cl)cc(C(=O)Nc2ccccc2)c1=O,-2,-2,-7,-3,0.91,-6,9,-2,14
CC(=O)Nc1cccc(OCC(=O)NCCC2=CCCCC2)c1,10,-12,11,0,1.1,-4,-12,9,-21
N#Cc1c(N)n[nH]c1-c1cc2c([nH]1)CCCC2,0,8,-3,0,0.88,-6,12,-3,-8
Cc1nc(C)c(NC(=O)OC(C)C)cc1NC(=O)OC(C)C,10,3,13,-1,0.9,-4,10,-2,0
COc1cc(CC(=O)OCC(=O)N2CCCCC2C)cc(OC)c1OC (stereo not given),-2,0,1,-1,0.94,-12,6,-3,12
O=C(Nc1nc2ccc([N+](=O)[O-])cc2s1)c1ccncc1,-11,1,9,-6,0.87,-2,13,7,0
CCCCNCc1ccc(SC)cc1,10,-3,-2,-3,1.1,-2,-8,-2,9
Cc1ccc(NC(=O)N/C=C/c2ccco2)cc1C,-19,6,11,0,0.85,3,15,15,9
COc1cc2c(cc1OC)C(C)N(S(=O)(=O)c1cn(C)cn1)CC2 (stereo not given),-4,2,20,-3,1,6,-4,-1,3
O=C(CSc1nc2ccccc2c(=O)n1CCCO)Nc1ccc2c(c1)OCCO2,-5,-5,0,-4,1,-7,-3,-1,0
O=S(=O)(N/N=C/c1cccc(OC2CSC2)c1)c1ccccc1,16,22,35,0,1,-9,0,-1,14
CCN(CC)C(=O)CC(c1ccc(OC)cc1)c1c(OC)cc(OC)c2ccc(=O)oc12 (stereo not given),12,11,19,2,1,2,-5,25,9
COc1ccc(CN2C(=O)c3cccnc3C2=O)cc1S(=O)(=O)N1CCOc2ccccc21,-23,-2,-9,-3,1,-4,0,-4,-6
CCN(CC(=O)NCc1ccccn1)S(=O)(=O)c1ccc(OC)cc1,1,-18,1,-1,0.92,-10,8,-2,-11
COc1ccc(Cl)cc1C(=O)C1CCCN(Cc2cnc(N3CCOCC3)s2)C1 (stereo not given),-9,-3,26,0,0.93,-6,8,-4,16
CC(=O)Nc1ccc(OC(=O)Cc2ccc(Cl)cc2)cc1,-32,-4,-2,-2,1,10,-2,1,17
Cc1oc(-c2cccs2)nc1CN1CC[C@@](O)(c2ccccc2)[C@H]2CCCC[C@@H]21,12,20,13,-5,1,-4,0,-3,13
CC1CC(Nc2ccccc2)=CC(=O)O1 (stereo not given),-18,-2,-3,-2,1,0,-4,10,1
c1ccc(-c2nc3c(ccc4ccccc43)[nH]2)nc1,-39,21,19,-5,0.84,-4,16,-2,40
CCc1noc(C)c1C(=O)NNC(=O)COc1ccccc1C,-2,-3,-14,0,0.91,-3,9,0,3
O=C(NCC(O)c1ccccc1)c1ccccc1 (stereo not given),12,-8,0,-2,1.1,9,-9,3,17
O=C(CSc1nc2nccnc2c(=O)n1Cc1cccs1)Nc1ccccc1,-18,-2,-11,3,0.97,-5,3,-2,-1
O=C(NC1CCCCC1)C(c1ccccc1F)N(Cc1ccco1)C(=O)c1ccccn1 (stereo not given),6,0,8,-2,0.96,-9,4,-2,14
O=C(CCCc1ccccc1)NCc1ccc2c(c1)OCO2,2,-5,-2,0,0.99,-1,1,-2,18
CSCCC(NC(=O)COc1ccccc1)C(=O)NCCOc1ccc(C)cc1 (stereo not given),-23,-17,6,-4,0.96,-7,4,0,10
C[C@@H]1CN([C@H](C)CO)C(=O)c2cc(NC(=O)NC3CCCCC3)ccc2O[C@H]1CN(C)S(C)(=O)=O,13,7,-3,0,0.94,-4,6,0,17
O=C(COC(=O)[C@@H]1CCCN1S(=O)(=O)c1ccccc1F)Nc1ccc(OC(F)F)cc1,2,-1,7,6,0.98,-4,2,0,2
CCOC(=O)c1cc(-c2ccccc2)sc1NC(=O)COC,-1,-14,17,1,1,-12,-2,-1,14
COC(=O)c1c(C)nn(-c2ccccc2)c1-n1cccc1,7,14,13,-1,1.1,-5,-6,-5,19
COc1ccc(C(CC(=O)c2ccc(C)cc2)C(C#N)C#N)cc1OC (stereo not given),4,35,38,0,0.98,-12,2,-2,25
COc1ccc(C)cc1NC(=O)CC(NC(C)=O)c1ccccc1 (stereo not given),14,1,-4,2,0.9,10,10,10,1
COc1ccc(Br)cc1/C=N/NC(=O)c1ccco1,-4,23,6,-2,0.96,-5,4,0,27
O=c1c2ccccc2nc(/C=C/c2c[nH]c3ccccc23)n1-c1ccc([N+](=O)[O-])cc1,-10,-3,11,0,0.81,-4,19,-2,14
O=C(C1CCCN(S(=O)(=O)c2cccc3nsnc23)C1)N1CC=C(c2ccccc2)CC1 (stereo not given),7,26,15,-1,0.9,-4,10,-4,3
Cc1ccccc1NC(=O)C(=O)NNC(=O)COc1ccc2ccccc2c1,-65,-13,-6,4,0.89,-4,11,0,13
O=[N+]([O-])c1ccc(/C=N/Nc2nc(N3CCCCC3)nc(N3CCCCC3)n2)o1,-10,48*,55*,-6,0.77,-5,23,-1,19
O=[N+]([O-])c1ccc(SCCc2ccncc2)cc1,18&-10,5&19,-21&8,-4&-6,1&1,4&17,-3&-2,-1&0,11&-5
Cc1cc(C)cc(N(C(C)C(=O)NC2CCCC2)S(C)(=O)=O)c1 (stereo not given),-14,-11,12,-3,1,-1,0,3,-3
CCC(=O)c1c[nH]c(C(=O)NCCCn2ccnc2)c1,-24,-6,-22,-1,1.1,-9,-7,-3,-3
CC1(C)CC2CC(C)(CN2C(=O)COC(=O)c2ccc(Cl)c(N)c2)C1 (stereo not given),-6,26,26,0,1,-3,-3,1,6
CN(C(=O)CSc1nnc(NC2CCCCC2)s1)C1CCS(=O)(=O)C1 (stereo not given),22,-1,9,-2,0.91,-6,9,-2,0
O=C(c1cc2cc([N+](=O)[O-])ccc2s1)N1CCCCC1,17,7,0,-1,0.88,-6,12,2,20
Cc1cc(Cl)cc(C)c1OCCCCN1CCOCC1,12,2,-15,0,0.98,-4,2,1,3
O=C(CSc1ncc(-c2ccc(F)cc2)n1Cc1ccco1)Nc1nccs1,-9,4,7,-4,1.1,-5,-9,-4,11
CCN(CCCNC(=O)CNC(=O)Cn1cnc2ccccc2c1=O)c1cccc(C)c1,-10,11,18,-1,0.91,5,9,-5,-6
CCN(CC)CCCNC(=O)c1cc(-c2ccc(Cl)c(Cl)c2)on1,-6,23,17,-6,0.93,0,7,3,-8
Fc1ccc(C2=CC(c3ccco3)n3ncnc3N2)cc1 (stereo not given),8,14,33,-1,0.97,-6,2,2,26
CCOc1ccc(C(=O)OCC(=O)Nc2cccc(S(=O)(=O)N3CCCC3)c2)cc1,16,6,3,-2,1.3,0,-32,0,3
CC(C)OC(=O)CSc1ncnc2c1cnn2-c1ccccc1,8,9,1,-1,0.92,-8,8,-6,-3
CCN(CC)c1ccc(NC(=O)CN2CCN(c3ccc(F)cc3)CC2)cc1,9,1,20,2,0.98,-2,2,-2,6
CC(=O)Nc1ccc2c(c1)CCCC2,-4,-15,-3,-3,0.91,3,9,4,-5
CCCc1cc(=O)oc2cc(OCC(=O)N(C)C)c(Cl)cc12,-8,-1,-1,-1,1,-6,0,-19,3
COc1ccc(S(=O)(=O)N2CCOCC2)cc1C(=O)NC1CCCCC1,-7,8,14,0,0.95,-8,5,-5,-4
CCn1nc(NC(=O)c2cccnc2)c2cc3ccccc3nc21,23,-13,28,4,1.1,-5,-12,-2,15
COC(=O)C1=C(C)NC(C)=C([N+](=O)[O-])C1c1ccccc1C(F)(F)F (stereo not given),2&2,11&10,22&20,14*!,1&0.95,7&-2,0&4,-1&0,3&18
CN(C)NC(=O)C(NC(=O)c1ccccc1)C12CC3CC(CC(C3)C1)C2 (stereo not given),2,10,10,-1,0.95,-2,5,2,23
CCN(Cc1ccccc1)S(=O)(=O)c1ccc(C(=O)N(CCCN(C)C)c2nc3cc4c(cc3s2)OCCO4)cc1,-10,-61,46*,-8,0.9,-6,10,0,23
COc1nc(OC)nc(N2CCC(C(=O)NCC3CCCCC3)CC2)n1,-6,5,35,0,1,-4,0,-3,-1

Reformatted with values under each structure: part of the list above
Each structure is followed by: hIAP block, TIM10 inh, tim10-1 inh, beta cell repl, mIAP activ, A3G deaminase, mIAP inh, A3A deaminase, NALP3 yeast inh
CCCCNCc1ccc(SC)cc1
  10, -3, -2, -3, 1.1, -2, -8, -2, 9
Cc1ccc(NC(=O)N/C=C/c2ccco2)cc1C
  -19, 6, 11, 0, 0.85, 3, 15, 15, 9

Other results follow:
SMILES,hIAP block,TIM10 inh,tim10-1 inh,beta cell repl,mIAP activ,A3G deaminase,mIAP inh,A3A deaminase,NALP3 yeast inh
CN(C)S(=O)(=O)c1cccc(C(=O)OCC(=O)NCc2ccc3c(c2)OCO3)c1,7,5,-4,-2,1.1,3,-7,3,14
COc1ccccc1CNC(=O)C/C(C)=N/NC(=O)Cc1ccc(OC)c(OC)c1,2,-7,11,0,1.1,-6,-7,-3,-7
CC1CCN(C(=O)CSc2nnc(-c3cc4ccccc4cc3O)n2Cc2ccco2)CC1,10,23,33,-2,0.97,-5,3,-2,8
CC1CCc2[nH]c3ccc(C(=O)N(C)CC(=O)Nc4ccc(F)cc4)cc3c2C1 (stereo not given),-11,17,21,-3,1.2,-6,-23,1,11
COc1cccc(C(=O)NNC(=O)c2cccnc2)c1,16,-6,8,0,1,-5,-4,0,27
CN(C)C=NC(=O)c1cn(-c2ccc(F)cc2)c(=O)c2ccccc12,19,0,5,0,0.93,-5,8,-3,-6
COc1ccc(-n2c(Cc3cccn3C)nnc2SCC(=O)Nc2ccc(C)cc2C)cc1,16,26,38,-3,0.84,-9,16,-4,5
Cc1nn(-c2ccccc2)c(Cl)c1/C=N/O,8,8,16,5,0.93,-4,7,-5,30
Cc1cccc(N2CCN(C(=O)C3CC(=O)N(C4CCCC4)C3)CC2)c1C (stereo not given),7,12,3,-4,0.98,5,2,-2,16
O=C(CCNS(=O)(=O)c1ccc(Cl)cc1)N1CCN(Cc2ccccc2)CC1,0,-15,18,-2,1,-1,-4,-1,2
Cc1csc(SCC(=O)Nc2oc(C)c3c(C)n[nH]c(=O)c23)n1,6,2,-12,7,0.88,-8,12,-3,13
Cc1ccnc(NCc2c(O)ccc3ccccc23)c1,8,-10,17,-2,1.2,-6,-16,-4,28
Cc1ccc(S(=O)(=O)N2CC3CCCC2C3)cc1 (stereo not given),-16,-2,14,-3,1.1,1,-12,3,26
CN(CCc1ccccn1)C(=O)CCNC(=O)Cn1cnc2ccccc2c1=O,8,-7,6,0,1,-5,0,-6,-14
O=C(/C=C/c1ccc(Cl)cc1)Nc1ccc(N2CCOCC2)cc1,10,8,5,-1,0.92,-2,8,1,3
CCN(CC)C(=O)C1CCN(Cc2ccc(OCc3ccccc3)c(OC)c2)CC1,-6,-1,5,-4,1.2,-5,-15,-2,4
CCC(=O)Nc1c2c(nc3c1CCC3)CCCC2,0,4,8,0,0.95,-4,5,1,10
